Bioassay records from PubChem.
MrgX1 antagonist = blocks BAM8-22 activation of human MrgX1 receptor; MRGX1-HEK293 calcium flux, Fluo-4, BAM8-22 antagonism; hits give low values; Q96LB2; B-score at 10 µM; actives 1.3% (n = 310,000);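 active = calcium-response B-score plate-corrected more than 3 library SD below zero, starting fluorescence within 5 deviations, no agonist response on first addition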;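 also: peak minus trough fluorescence over baseline after final BAM8-22 challenge near maximal dose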
TRPC4 inh = inhibitors of mouse TRPC4 channel; HEK293 TRPC4beta/mu-opioid, DAMGO-evoked Fluo4 calcium flux; hits give low values; B-score at 10 µM; actives 0.39% (n = 300,000); AID 2247;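 active = B-score over 3 SD under the library average, no early fluorescence shift, positive overall ratio signal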
Target sequence (Q9QUQ5 whole entry, looked up): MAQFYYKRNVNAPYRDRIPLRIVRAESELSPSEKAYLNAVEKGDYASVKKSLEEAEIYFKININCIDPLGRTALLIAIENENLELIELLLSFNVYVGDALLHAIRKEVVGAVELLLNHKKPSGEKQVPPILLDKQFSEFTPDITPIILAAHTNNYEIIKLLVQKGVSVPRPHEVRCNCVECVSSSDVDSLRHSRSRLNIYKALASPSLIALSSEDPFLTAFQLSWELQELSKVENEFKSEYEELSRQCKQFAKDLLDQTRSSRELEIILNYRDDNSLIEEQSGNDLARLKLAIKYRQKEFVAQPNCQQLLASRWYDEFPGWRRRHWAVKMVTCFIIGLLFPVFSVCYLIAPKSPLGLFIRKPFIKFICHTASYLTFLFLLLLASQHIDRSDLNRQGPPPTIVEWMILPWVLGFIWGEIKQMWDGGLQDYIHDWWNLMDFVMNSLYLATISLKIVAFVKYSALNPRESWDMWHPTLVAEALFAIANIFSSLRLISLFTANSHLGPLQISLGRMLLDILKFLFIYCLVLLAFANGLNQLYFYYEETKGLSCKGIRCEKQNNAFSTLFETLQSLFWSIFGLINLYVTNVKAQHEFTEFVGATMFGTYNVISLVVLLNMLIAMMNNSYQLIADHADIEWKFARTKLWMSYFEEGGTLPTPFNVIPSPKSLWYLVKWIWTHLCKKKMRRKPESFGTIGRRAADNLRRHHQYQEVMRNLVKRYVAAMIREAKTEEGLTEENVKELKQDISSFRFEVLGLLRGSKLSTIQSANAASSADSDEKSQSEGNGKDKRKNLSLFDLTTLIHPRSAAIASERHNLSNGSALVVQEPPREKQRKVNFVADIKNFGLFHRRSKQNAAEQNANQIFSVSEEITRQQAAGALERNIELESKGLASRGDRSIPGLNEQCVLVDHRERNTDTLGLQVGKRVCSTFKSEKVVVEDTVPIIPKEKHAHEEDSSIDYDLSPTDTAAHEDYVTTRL
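Assay system: Stable TRPC4beta/mu-opioid receptor HEK293 cells | Reagent: DAMGO in two steps, submaximal then maximal | Compound dosing: Single concentration per test compound | Signal: Fluo4 Ca2+ flux fluorescence | Evaluation: Per-well B score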
ANO1 activ = activators or potentiators of mouse TMEM16A chloride channel. Q8BHY3. HEK293 TMEM16A/YFP-H148Q/I152L, iodide quench fluorescence; hits give low values. B-score at 10 µM. actives 0.3% (n = 340,000). AID 623877;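 active = fluorescence-ratio B-score plate-corrected deviation score at least 3 library SD below zero, with starting fluorescence score within 5 deviations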;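 also: channel opened by trigger with iodide after compound preincubation; score built on the fluorescence ratio of max minus min over baseline; more negative score means more quench and so TMEM16A activation or potentiation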
ANO1 block = blocks the mouse calcium-activated chloride channel TMEM16A | normalized B-score (activity score, 25-100; higher = stronger inhibition) at 10 µM | HEK293 TMEM16A/YFP iodide influx fluorescence, ionomycin | AID 588511 | Q8BHY3 | actives 1.2% (n = 310,000);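 active = ratio plate-corrected score three or more library SD toward inhibition, starting fluorescence score within five deviations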;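 also: score derived from kinetic fluorescence span divided by baseline fluorescence per well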
MrgX1 ag = agonists of human MrgX1 receptor. AID 588627. B-score at 10 µM. actives 0.44% (n = 310,000). Q96LB2. MrgX1-HEK293 cells, Fluo-4 calcium fluorescence, agonist mode; hits give high values;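 active = calcium response B-score plate-corrected fluorescence ratio at least 3 library SD, with starting fluorescence B-score inside 5 SD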
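System – MrgX1-expressing HEK293 cells · Incubation – cells plated overnight, dye loaded 0.5 h 37 °C, 0.5 h room temperature · Technique – kinetic Fluo-4 NW fluorescence of intracellular calcium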
SKKanGAS inh = SKKanGAS growth inhibition. inhibition, % at 7.5 µM. AID 1662. S. pyogenes SKKanGAS, kanamycin growth, BacTiter-Glo, 6 h. actives 1.3% (n = 300,000);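 active = mean replicate score, as percent of positive control median, at least 50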;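 also: strain carries kanamycin resistance gene driven by streptokinase promoter and grows in 40 µg/ml kanamycin; loss of luminescence reflects streptokinase promoter inhibition or plain growth inhibition; 0% = median of DMSO wells and 100% = positive control at its reference dose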
TRPC6 inhibitor = mouse TRPC6 channel inhibition; Q61143; AID 2553; B-score at 10 µM; HEK293-TRPC6, membrane potential dye, ACh-evoked depolarization; hits give low values; actives 1.1% (n = 310,000);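 active = B-score under library mean minus 3 SD, initial fluorescence not abnormally high, positive integrated signal ratio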;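 also: B-score derived from integrated fluorescence ratio over the kinetic read; more negative B-score means stronger inhibition of depolarization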
TRPC4 PAM = allosteric potentiators of mouse TRPC4 channel | actives 0.42% (n = 310,000) | AID 2227 | HEK293 TRPC4beta/mu-opioid, DAMGO EC20, Fluo-4 Ca2+ flux; hits give high values | B-score at 10 µM | Q9QUQ5;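 active = B-score of calcium response area above 5 SD of library B-scores, with initial fluorescence ratio within 5 SD of library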;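 also: B-score of integrated fluorescence ratio over time as area under calcium response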
TRPC4 act = activators of mouse TRPC4 channel. Q9QUQ5. HEK293 TRPC4beta/mu-opioid, Fluo4 calcium fluorescence; hits give high values. B-score at 10 µM. actives 0.49% (n = 310,000). AID 2237;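 active = B-score above 5 SD of library B-scores, and initial fluorescence ratio not above library mean plus 5 SD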;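 also: positive B-score marks a calcium rise read as TRPC4 activation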
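Technique: kinetic Fluo4 calcium fluorescence; Test system: TRPC4beta and mu-opioid receptor HEK293 stable cells; Measure: B-scored integrated calcium fluorescence ratio; Benchmarks: low control buffer alone, high control maximal DAMGO; Schedule: 45 min room-temperature Fluo4 loading, 110 s read.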
TRPC6 act = activators of mouse TRPC6 channel; HEK293-TRPC6 membrane potential dye fluorescence; hits give high values; actives 0.13% (n = 310,000); B-score at 10 µM; Q61143;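 active = B-score of the integrated fluorescence ratio above library mean plus 3 SD, and starting fluorescence ratio within library mean plus 5 SD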;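 also: higher score means more depolarization so channel activation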
MrgX1 allo act = human MrgX1 positive allosteric modulation, primary screen; MrgX1-HEK293, Fluo-4 calcium flux, FDSS; hits give high values; actives 0.63% (n = 310,000); AID 588675; B-score at 10 µM; Q96LB2;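 active = plate-corrected calcium response at least 3 library SD above typical, normal starting fluorescence, not activating the receptor alone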;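 also: compound read alongside a low EC10 to EC30 dose of BAM8-22 agonist; peak minus trough fluorescence over baseline measured at the second addition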
An asterisk follows results filed as active; i = inactive; . = no result given.

SMILES | MrgX1 antagonist | TRPC4 inh | ANO1 activ | ANO1 block | MrgX1 ag | SKKanGAS inh | TRPC6 inhibitor | TRPC4 PAM | TRPC4 act | TRPC6 act | MrgX1 allo act
CCCC1(CCC)NC(=O)N(CC(=O)Nc2cccc(OC)c2)C1=O | i | i | i | 100* | i | -3 | i | i | i | i | i
O=S(=O)(Nc1ccc(Cc2ccncc2)cc1)N1CCCC1 | i | i | i | i | i | 7 | i | i | i | i | i
Cc1cccc(C)c1N/C=C/c1onc(C)c1[N+](=O)[O-] | i | i | i | i | i | -2 | i | i | i | i | i
COc1cc(/C=C/C(=O)OCC(=O)N2CCC(C)CC2)ccc1O | i | i | i | i | i | 0 | i | i | i | i | i
CC1(c2nnc(Cc3ccccc3)o2)CC(c2ccccc2F)=NO1 (stereo not given) | i | i | i | i | i | 10 | i | i | i | i | i
O=C(NCC(c1ccco1)N1CCOCC1)c1cccc(Cl)c1 (stereo not given) | i | i | i | i | i | 12 | i | i | i | i | i
CCOC(=O)c1c(NC(=S)Nc2ccccc2C)sc2c1CCC2 | i | i | i | i | i | -12 | i | i | i | i | i
CCN1C(=O)c2ccc(C(=O)O)cc2C1=O | i | i | i | i | i | -2 | i | i | i | i | i
CC(=O)Nc1ccc(N2CCOCC2)c([N+](=O)[O-])c1 | i | i | i | i | i | -1 | i | i | i | i | i
Cn1c(N)c(C(=O)COC(=O)C2CC(O)CN2S(=O)(=O)c2ccc(Cl)cc2)c(=O)n(C)c1=O (stereo not given) | i | i | i | i | i | -11 | i | i | i | i | i
CC1(C)CC(=O)C(CC(=O)Nc2cc(C(F)(F)F)ccc2Cl)C(=O)C1 | i | i | i | i | i | 4 | i | i | i | i | i
CC#CCN(CC#CC)S(=O)(=O)c1ccc(-n2cnnn2)c(OC)c1 | i | i | i | i | i | -1 | i | i | i | i | i
O=C1NC(=O)/C(=C/c2ccccc2OCc2ccccc2)S1 | i | i | i | i | i | 27 | i | i | i | i | i
N#Cc1sc(C(N)=O)c(-c2ccccc2)c1-c1ccccc1 | i | i | i | i | i | -2 | i | i | i | i | i
O=C(NCc1ccncc1)c1ccc(NS(=O)(=O)c2cccc([N+](=O)[O-])c2)cc1 | i | i | i | i | i | -4 | i | i | i | i | i
O=C(CSc1nnc(-c2ccccc2)n1Cc1ccco1)NCc1ccc2c(c1)OCO2 | i | i | i | i | i | -3 | i | i | i | i | i
CCCCC(=O)NC(c1ccc(Cl)cc1Cl)c1ccc2cccnc2c1O (stereo not given) | i | i | i | i | i | 92* | -5.2* | i | i | i | i
COc1ccc(C(=O)O)cc1S(=O)(=O)N(CCc1ccccc1)Cc1ccccc1 | i | i | i | i | i | 2 | i | i | i | i | i
COC(=O)Nc1ccc(S(=O)(=O)NC2CCCCC2)cc1 | i | i | i | i | i | -3 | i | i | i | i | i
CCNC(=O)/C(=C\C=C\c1ccccc1)NC(=O)c1ccc(Br)o1 | i | i | i | i | i | 2 | i | i | i | i | i
CC1CCc2nc(NC(=O)C3CC3)sc2C1 (stereo not given) | i | i | i | i | i | -1 | i | i | i | i | i
CCC(C)NS(=O)(=O)c1ccc(NC(C)=O)cc1 (stereo not given) | i | i | i | i | i | -4 | i | i | i | i | i
Cc1cccc(NC(=O)C2(C)CC3c4ccccc4C2c2ccccc23)c1 (stereo not given) | i | i | i | i | i | 26 | i | i | i | i | i
Nc1ccccc1C(=O)Nc1cccc2ccccc12 | i | i | i | i | i | 3 | i | i | i | i | i
CC(C)CC(=O)Nc1ccccc1N1CCN(c2ccccc2)CC1 | i | i | i | i | i | 21 | i | i | i | i | i

A second format for part of the listing above.
Molecule	MrgX1 antagonist	TRPC4 inh	ANO1 activ	ANO1 block	MrgX1 ag	SKKanGAS inh	TRPC6 inhibitor	TRPC4 PAM	TRPC4 act	TRPC6 act	MrgX1 allo act
Cc1cccc(NC(=O)C2(C)CC3c4ccccc4C2c2ccccc23)c1 (stereo not given)	i	i	i	i	i	26	i	i	i	i	i
COc1cc(/C=C/C(=O)OCC(=O)N2CCC(C)CC2)ccc1O	i	i	i	i	i	0	i	i	i	i	i
N#Cc1sc(C(N)=O)c(-c2ccccc2)c1-c1ccccc1	i	i	i	i	i	-2	i	i	i	i	i

More records follow:
SMILES | MrgX1 antagonist | TRPC4 inh | ANO1 activ | ANO1 block | MrgX1 ag | SKKanGAS inh | TRPC6 inhibitor | TRPC4 PAM | TRPC4 act | TRPC6 act | MrgX1 allo act
O=S(=O)(O)c1ccc(N2N=C(c3ccccc3)CC2c2ccccc2)cc1 (stereo not given) | i | i | i | i | i | -6 | i | i | i | i | i
Cc1cc(N)ccc1NC(=O)CN1CCOCC1 | i | i | i | i | i | -15 | i | i | i | i | i
CCOC(=O)C1CCN(C(=O)CSc2ccc(Cl)cc2)CC1 | i | i | i | i | i | -3 | i | i | i | i | i
CC1(C)CC(=O)c2cc(N=C/C(C(=O)c3ccccc3)=C(\O)c3ccccc3)c(=O)oc2C1 | i | i | i | i | i | -5 | i | i | i | i | i
CCCSc1ccc(-c2nn(-c3ccccc3)cc2/C=C(/C#N)C(=O)N2CCOCC2)cc1 | i | i | i | i | i | 9 | i | i | i | i | i
CCc1n[nH]c(=S)n1/N=C/c1cc(Br)c(O)c(OC)c1 | i | i | i | i | i | 1 | i | i | i | i | i
CCOC(=O)c1c(C)[nH]c(C(=O)CSc2nnc(Nc3ccccc3F)s2)c1C | i | i | i | i | i | 17 | i | i | i | i | i
Cc1cc(OC(C)C(=O)NCc2ccccn2)c2c(C)c(Cc3ccccc3)c(=O)oc2c1 (stereo not given) | i | i | i | i | i | 3 | i | i | i | i | i
COc1ccc(S(=O)(=O)NCc2ccc(C(=O)N3CCN(c4ccccn4)CC3)cc2)cc1 | i | i | i | i | i | -1 | i | i | i | i | i
Cc1cccc(N2CCN(C(=O)CCNS(=O)(=O)c3cccs3)CC2C)c1 (stereo not given) | i | i | i | i | i | -4 | i | i | i | i | i
Cc1cccc(Cl)c1OCCCN1CCOCC1 | i | i | i | i | i | -3 | i | i | i | i | i
Cc1ccc(O)c(C(=O)c2cc(C#N)c(=O)n(-c3nccs3)c2)c1 | i | i | i | i | 53* | 21 | i | i | i | 31* | i
Cc1cccc(NC(=O)CSCC(=O)Nc2cccc3ncccc23)c1 | i | i | i | i | i | -12 | i | i | i | i | i
CC(=O)N1CCN(CC(=O)Nc2sccc2C#N)CC1 | i | i | i | i | i | -2 | i | i | i | i | i
COc1ccc(CCNC(=O)c2nnn(-c3ccc4c(c3)OCCO4)c2N)cc1OC | i | i | i | i | i | 3 | i | i | i | i | i
O=C(COC(=O)/C=C/c1ccccc1)Nc1ccccc1Br | i | i | i | i | i | -16 | i | i | i | i | i
O=C(NNS(=O)(=O)c1ccccc1F)c1cc(-c2ccccc2)n[nH]1 | i | i | i | i | i | -9 | i | i | i | i | i
ON/C=N/C(=S)Nc1ncc(C(F)(F)F)cc1Cl | i | i | i | i | i | 1 | i | i | i | i | i
C=CCN1C(=O)C(=O)N(Cc2nc3ccccc3s2)C1=O | i | i | i | i | i | -1 | i | i | i | i | i
CCOC(=O)Nc1nnc(-c2cccc(OC)c2)s1 | i | i | i | i | i | -4 | i | i | i | i | i
Cc1ccc(NC(=O)Nc2ccnc(-c3cccnc3)n2)cc1 | i | i | i | i | i | 7 | i | i | i | i | i
O=c1cc(Cn2ccnc2)c2cc3c(cc2o1)CCC3 | i | i | i | i | i | 17 | i | i | i | i | i
COc1ccc(/C=C(\NC(=O)c2ccc(C)cc2)C(=O)NCCCn2ccnc2)cc1OC | i | i | i | i | i | 0 | i | i | i | i | i
O=c1c2ccccc2nc(-c2ccccc2)n1CCN1CCOCC1 | i | i | i | i | i | -2 | i | i | i | i | i
O=C1CCc2cc(S(=O)(=O)NC3CCCCC3)cc3c2N1CC3 | i | i | i | i | i | -2 | i | i | i | i | i
Later entries.
SMILES | MrgX1 antagonist | TRPC4 inh | ANO1 activ | ANO1 block | MrgX1 ag | SKKanGAS inh | TRPC6 inhibitor | TRPC4 PAM | TRPC4 act | TRPC6 act | MrgX1 allo act
COCC(C)NC(=S)Nc1ccccc1[N+](=O)[O-] (stereo not given) | i | i | i | i | i | -5 | i | i | i | i | i
CCCc1ccc(OCC(=O)Nc2cc(S(=O)(=O)CC)ccc2O)cc1 | i | i | i | i | i | 2 | i | i | i | i | 24*
O=C(CSc1nc2ccc(Cl)cc2[nH]1)NCCc1ccc(Cl)cc1 | i | i | i | i | i | -5 | i | i | i | i | i
CN(C)c1ccc(CNc2nc3ccccc3s2)cc1 | i | i | . | i | i | 2 | i | i | i | i | i
O=C(Nc1nc2ccccc2[nH]1)c1cccc(S(=O)(=O)N2CCOCC2)c1 | i | i | i | i | i | 0 | i | i | i | i | i
O=C1CCc2cc(S(=O)(=O)NCc3ccc(Cl)cc3)cc3c2N1CC3 | i | i | i | i | i | -4 | i | i | i | i | i
C=CCN(c1ccccc1)S(=O)(=O)c1cccc(C(=O)Nc2ccncc2)c1 | i | i | i | 100* | i | 11 | i | i | i | i | i
CCCc1nc2ccccc2c(C(=O)OC(C)C(=O)NCc2ccc3c(c2)OCO3)c1CC (stereo not given) | i | i | i | i | i | 5 | i | i | i | i | i
CCCCn1c(N)c(N(CC(C)C)C(=O)c2oc3ccc(OCC)cc3c2C)c(=O)[nH]c1=O | i | i | i | i | i | 9 | i | i | i | i | i
O=C(O)CCc1nn2c3ccccc3nc2n(-c2ccccc2)c1=O | i | i | i | i | i | 1 | i | i | i | i | i

Sorted by SMILES length (low to high): some entries from above
SMILES | MrgX1 antagonist | TRPC4 inh | ANO1 activ | ANO1 block | MrgX1 ag | SKKanGAS inh | TRPC6 inhibitor | TRPC4 PAM | TRPC4 act | TRPC6 act | MrgX1 allo act
COCC(C)NC(=S)Nc1ccccc1[N+](=O)[O-] (stereo not given) | i | i | i | i | i | -5 | i | i | i | i | i
O=C(CSc1nc2ccc(Cl)cc2[nH]1)NCCc1ccc(Cl)cc1 | i | i | i | i | i | -5 | i | i | i | i | i
C=CCN(c1ccccc1)S(=O)(=O)c1cccc(C(=O)Nc2ccncc2)c1 | i | i | i | 100* | i | 11 | i | i | i | i | i
